Screens (PubChem BioAssay)
GPR55 antagonists = GPR55 antagonists blocking LPI-driven arrestin recruitment, primary screen, imaging, U2OS, beta-arrestin-GFP, LPI agonist (AID 2013); U2OS GPR55 beta-arrestin-GFP translocation imaging, LPI antagonism; higher % means a stronger effect; inhibition, % at 10 µM; hits with a dose series show IC50 in µM; 290,000 tested, 0.13% active;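 active means spots per cell inhibited over 60%, with over 100 cells counted and total cytoplasm intensity under 500,000; inconclusive means wells with under 100 cells, flagged as likely toxic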;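 further: U2OS cells stably carrying GPR55 and arrestin-GFP stimulated by 5 µM LPI near EC80; imaged beta-arrestin-GFP aggregate spots per cell after agonist stimulation; plate controls were LPI-stimulated DMSO wells for no effect and DMSO wells without LPI for full effect; some results filed as inactive read as strong as hits; confirmed hits need IC50 under 10 µM and bright autofluorescent wells are also inconclusive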
NS5 inhibitors = Dengue-2 NS5 methyltransferase inhibitors, primary screen, biochemical, confirmation dose response (AID 588689) | one-dose inhibition, % at 25 µM; IC50 in µM for titrated hits | 340,000 tested, 0.3% active | Dengue-2 NS5 methyltransferase capping enzyme assay, biochemical; higher % means a stronger effect; in the data active means a potency from the dose series; inconclusive means inhibition above about 29% without an active follow-up result
AID2073 = disruptors of CaV2.2 binding to Mint1 – biochemical, HTRF (AID 2073) | HTRF protein-protein interaction, Mint1-CaV2.2; higher % means a stronger effect | inhibition, % at 20 µM, or IC50 in µM where a hit was titrated | 290,000 tested, 0.19% active; in the data active means inhibition mostly above about 51%, no sharp cut-off; inconclusive means no clear call, values can overlap the other calls; inactive means mostly below about 53%; further: some results filed as inactive read as strong as hits
GPR35 antagonists = inhibition of zaprinast-stimulated GPR35 beta-arrestin translocation – imaging, U2OS, beta-arrestin-GFP, zaprinast agonist, primary screen (AID 2058); U2OS GPR35 beta-arrestin-GFP translocation imaging, zaprinast antagonism; higher % means a stronger effect; inhibition, % at 10 µM, or IC50 in µM where a hit was titrated; 290,000 tested, 0.052% active;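 active means inhibition of at least 50% with at least 30 cells and total cytoplasm GFP at most 10,000,000; inconclusive means under 30 cells or total GFP of 10,000,000 plus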
SIAH1 antagonists = Siah-1 peptide-binding antagonists, primary screen, biochemical, fluorescence polarization, rhodamine-plectin, uHTS (AID 1817) | Siah-1 / rhodamine-plectin peptide fluorescence polarization; higher % means a stronger effect | displacement, % at 20 µM; hits with a dose series show IC50 in µM | 290,000 tested, 0.02% active;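 active means displacement of at least 50% at 20 µM, with a fluorescence ratio check between 0.3 and a set limit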;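 further: plate controls were Siah plus tracer with DMSO for no effect and tracer alone without Siah for full effect; strong numbers were not always called active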
NTR1 agonist = agonists of NTR1, primary screen, imaging, U2OS cells, beta-arrestin-GFP, high content (AID 493036) | 330,000 tested, 0.17% active | NTR1-U2OS beta-arrestin-GFP spot imaging, agonist mode | P30989 | activation, % at 20 µM;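 active means activation at or above 40% of the spot to cytoplasm intensity ratio, with at least 20 cells analyzed; inconclusive means wells under 20 cells, flagged as cytotoxic or low count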;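 further: 0% = DMSO without peptide and 100% = 100 nM NTR1 peptide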
Target sequence (P30989 whole entry, looked up): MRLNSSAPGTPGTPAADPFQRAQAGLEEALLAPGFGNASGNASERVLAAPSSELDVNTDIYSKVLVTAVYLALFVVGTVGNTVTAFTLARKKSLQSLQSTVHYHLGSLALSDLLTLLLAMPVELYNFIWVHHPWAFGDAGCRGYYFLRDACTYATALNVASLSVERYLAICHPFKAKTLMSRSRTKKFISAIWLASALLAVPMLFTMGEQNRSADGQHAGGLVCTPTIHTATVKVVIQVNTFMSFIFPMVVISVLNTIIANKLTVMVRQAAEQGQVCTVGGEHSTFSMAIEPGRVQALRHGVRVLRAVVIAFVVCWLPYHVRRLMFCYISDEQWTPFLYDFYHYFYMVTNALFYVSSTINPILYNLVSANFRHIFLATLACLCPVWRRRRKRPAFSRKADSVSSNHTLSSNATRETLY
GPR55 activation = GPR55 agonists via beta-arrestin recruitment, primary screen, imaging, U2OS cells, beta-arrestin-GFP redistribution (AID 1961); U2OS GPR55 beta-arrestin-GFP redistribution imaging; higher % means a stronger effect; 290,000 tested, 0.048% active; activation, % at 10 µM, or EC50 in µM where a hit was titrated;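 active means activation above 40% with more than 50 cells counted in the well; inconclusive means wells holding fewer than 50 cells, flagged as toxic or sparse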;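 further: U2OS osteosarcoma cells stably expressing GPR55 and beta-arrestin-GFP; plate controls were DMSO negative control for no effect and LPI positive control for full effect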
UTI89 phage lysis = protection from phage-mediated lysis, alamar blue read-out – E. coli UTI89, K1F phage, bacterial capsule biogenesis inhibitors (AID 488966); E. coli UTI89 K1F phage lysis, alamar blue, 2 h; higher % means a stronger effect; inhibition, % at 100 µM, or IC50 in µM where a hit was titrated; 340,000 tested, 0.02% active;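 active means phage lysis inhibition, versus mean bacterial control, above a set limit; inconclusive means no clear call, values can overlap the other calls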;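 further: capsule biogenesis inhibitors block K1F phage lysis so surviving cells raise fluorescence; higher fluorescence means more inhibition of phage lysis; actives were called in the ten point dose series up to 300 µM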
HIV fusion peptide = cell-free HIV fusion peptide-binding blockers – biochemical, uHTS, fluorescence dequenching, primary screen (AID 1986); cell-free peptide binding, fluorescence dequenching, 30 min; higher % means a stronger effect; one-dose inhibition, % at 20 µM; IC50 in µM for titrated hits; 290,000 tested, 0.3% active; in the data active means inhibition mostly above about 52%, no sharp cut-off; inactive means mostly below about 76%; further: some results filed as inactive read as strong as hits
NTR1 agonist cell count 20 µM = recorded beside NTR1 agonist, whose call it bears; cell count; measured here: cell count, cytotoxicity flag
* marks the source's active call; other numbers are inactive results; ? = inconclusive; / = not tested or not shown; [ ] = another dose, or the depositor's remark. Random draw from the library; any-hit rate near 1.2%.

Values run as follows: GPR55 antagonists | NS5 inhibitors | AID2073 | GPR35 antagonists | SIAH1 antagonists | NTR1 agonist | NTR1 agonist cell count 20 µM | GPR55 activation | UTI89 phage lysis | HIV fusion peptide
> O=C(NCc1ccco1)c1cc(S(=O)(=O)N2CCOCC2)ccc1Br
→ 6% | -3% | 4% | 11% | 4% | 1.3 | 57 | -0.2% | 1.2%[50 µM] | -1.5%
> CC(C)[C@H](NC(N)=O)C(=O)NCCc1ccc(Cl)cc1Cl
→ 2% | -5% | -6% | 3% | 14% | 0.4 | 48 | 0.2% | 0.2% | 0.1%
> O=C(Nc1ccc(NC(=O)N2CCN(c3ccccc3O)CC2)cc1)N1CCN(c2ccccc2O)CC1
→ -6% | -5% | 2% | -6% | 2% | -1.2 | 66 | 0.3% | -1.4% | -1.2%
> COc1ccc2c(c1OC)C(=O)N1N=C(c3ccc(Br)cc3)CC21 (stereo unspecified)
→ 4% | -7% | ? | -6% | -4% | -1.3 | 59 | -0.1% | 0.0% | -1.4%
> COC(=O)C(CC(=O)c1cccc(OC)c1)c1ccc(F)cc1 (stereo unspecified)
→ 12% | -8% | -17% | -2% | 28% | -1.0 | 36 | 0.4% | 1.5% | 1.1%
> COc1ccc2nc(NC3=NCN(CC4CCCO4)CN3)nc(C)c2c1 (stereo unspecified)
→ 15% | / | 47% | 2% | 3% | / | / | 0.1% | / | 1.3%
> O=C(c1cc([N+](=O)[O-])ccc1Cl)N1CCN(Cc2ccc3c(c2)OCO3)CC1
→ -6% | -1% | -1% | -16% | 2% | -0.7 | 87 | 0.2% | -0.5% | -1.4%
> O=C(CSc1ccc(-c2ccco2)nn1)NC1CCCCC1
→ -4% | -2% | 56% | -2% | 10% | 2.9 | 63 | -0.4% | 0.0% | 8.7%
> CS(=O)(=O)N(CC(=O)Nc1ccccc1)c1cccc(Cl)c1Cl
→ 18% | 9% | 45% | 0% | 0% | 1.9 | 18 | -0.1% | -2.8% | 1.3%
> Cc1cccc(C)c1NC(=O)NCc1ccco1
→ 6% | -7% | 4% | 12% | 4% | 2.7 | 50 | 0.6% | 0.2% | -0.5%

Quoted from the listing.
O=C(NCc1ccco1)c1cc(S(=O)(=O)N2CCOCC2)ccc1Br | GPR55 antagonists: 6%
Cc1cccc(C)c1NC(=O)NCc1ccco1 | GPR55 activation: 0.6%
O=C(c1cc([N+](=O)[O-])ccc1Cl)N1CCN(Cc2ccc3c(c2)OCO3)CC1 | NTR1 agonist: -0.7

Later entries.
Values run as follows: GPR55 antagonists | NS5 inhibitors | AID2073 | GPR35 antagonists | SIAH1 antagonists | NTR1 agonist | NTR1 agonist cell count 20 µM | GPR55 activation | UTI89 phage lysis | HIV fusion peptide
> CN(CCO)c1ccc(-c2n[nH]c(=O)c3ccccc23)cc1[N+](=O)[O-]
→ 7% | -3% | 15% | 9% | -2% | -0.5 | 97 | 0.9% | 2.4%[50 µM] | 0.9%
> O=C(CCCn1c(=S)[nH]c2cc3c(cc2c1=O)OCO3)N1CCN(c2ccccc2)CC1
→ 20% | -9% | -35% | 6% | 2% | 4.9 | 74 | 0.0% | 0.0% | 0.6%
> CCC(C)NC(=O)CSc1nc2ccccc2c(=O)n1-c1c(C)n(C)n(-c2ccccc2)c1=O (stereo unspecified)
→ -2% | -5% | -5% | ? | -4% | 1.0 | 80 | -0.1% | 0.7% | 0.3%
> O=C(NCCCNC(=O)c1ccc(-c2cccc(Cl)c2)o1)c1cnccn1
→ -3% | -1% | 17% | -20% | -5% | -0.1 | 55 | 0.0% | -0.5% | 0.9%
> CCC(CC)NC(=O)c1nn(Cc2ccccc2)c(=O)c2ccccc12
→ 13% | -4% | -10% | -3% | 2% | -0.1 | 46 | -0.2% | 0.7% | 2.6%
> CCN1CCN(CC(O)COCCOc2ccc(Br)cc2)CC1 (stereo unspecified)
→ 5% | 1% | 3% | 4% | -3% | -0.1 | 63 | -0.1% | 2.2% | -0.4%
> CCN1CCN(C(=O)C2CCN(C(=O)c3cc4sccc4n3CC)CC2)CC1
→ 2% | -3% | -10% | 1% | -1% | -1.3 | 105 | 0.3% | -1.1% | -0.4%
> CC(C)(C)c1nc(S(=O)(=O)c2ccc(Cl)cc2)c(N2CCOCC2)o1
→ -6% | -16% | 7% | 6% | -4% | -0.6 | 66 | -0.1% | 0.1% | -1.8%
> COc1ccccc1NC(=O)C1CCCN(c2ncnc3c2nc2n3CCCCC2)C1 (stereo unspecified)
→ -5% | -7% | -2% | -10% | 2% | 1.9 | 58 | -0.1% | 0.0% | 0.3%
> Cn1c(O)c(N=NC(=O)c2ccco2)c2ccccc21
→ 1% | 1% | -5% | -2% | 0% | 1.0 | 59 | -0.1% | -1.0% | -0.4%

By substructure: the compounds so far containing bromine
Values run as follows: GPR55 antagonists | NS5 inhibitors | AID2073 | GPR35 antagonists | SIAH1 antagonists | NTR1 agonist | NTR1 agonist cell count 20 µM | GPR55 activation | UTI89 phage lysis | HIV fusion peptide
> O=C(NCc1ccco1)c1cc(S(=O)(=O)N2CCOCC2)ccc1Br
→ 6% | -3% | 4% | 11% | 4% | 1.3 | 57 | -0.2% | 1.2%[50 µM] | -1.5%
> COc1ccc2c(c1OC)C(=O)N1N=C(c3ccc(Br)cc3)CC21 (stereo unspecified)
→ 4% | -7% | ? | -6% | -4% | -1.3 | 59 | -0.1% | 0.0% | -1.4%
> CCN1CCN(CC(O)COCCOc2ccc(Br)cc2)CC1 (stereo unspecified)
→ 5% | 1% | 3% | 4% | -3% | -0.1 | 63 | -0.1% | 2.2% | -0.4%

Other results.
Values run as follows: GPR55 antagonists | NS5 inhibitors | AID2073 | GPR35 antagonists | SIAH1 antagonists | NTR1 agonist | NTR1 agonist cell count 20 µM | GPR55 activation | UTI89 phage lysis | HIV fusion peptide
> OC(c1cc(-c2ccc(C(F)(F)F)cc2)nc(C(F)(F)F)c1)C1CCCCN1 (stereo unspecified)
→ 54% | -2% | 12% | 16% | -4% | 31 | 21 | 1.6% | 0.8% | -1.4%
> O=C(CN(CCc1ccccc1)Cc1ccccc1)Oc1ccccc1P(=O)(O)O
→ 0% | 7% | 5% | 7% | 1% | 2.1 | 43 | -0.1% | -0.8%[50 µM] | 0.6%
> CSc1ccc(C(=O)C2CCCN(C(=O)c3ccc(C)nc3)C2)cc1 (stereo unspecified)
→ 1% | 2% | 15% | -2% | 5% | -0.7 | 37 | 0.0% | -0.1% | 2.4%
> O=C(CN1CCN(C(c2ccccc2)c2ccccc2)CC1)Nc1ccc(N2CCOCC2)cc1
→ -2% | -17% | -8% | -13% | -2% | 1.0 | 49 | 0.2% | 0.7% | -1.1%
> Cc1ccc(N=C/C(C(=O)C(F)(F)F)=C(\O)c2ccco2)cc1Cl
→ 0% | -5% | 21% | 14% | -4% | 1.4 | 44 | -0.2% | 1.8% | 0.1%
> CCOc1ccc(S(=O)(=O)NCCCN2CCOCC2)c2ccccc12
→ -4% | 6% | -3% | 5% | 1% | 0.1 | 37 | -2.0% | 0.1% | -2.3%
> CCc1nnc(NC(=O)C(=O)NCCOC(=O)c2ccccc2Cl)s1
→ -3% | 2% | 2% | 13% | 2% | -1.0 | 54 | 0.2% | 0.2% | 2.3%
> NC(=O)Cn1nc([N+](=O)[O-])nc1Oc1ccc(Br)cc1
→ 0% | 1% | 4% | 3% | -5% | 1.4 | 73 | 0.0% | 1.4% | -0.2%
> COC(=O)c1c(C)oc(C)c1S(=O)(=O)N(Cc1ccccc1)C(C)C
→ 7% | / | -16% | 8% | -1% | 0.7 | 40 | -0.2% | / | -0.2%
> CC(C)c1nnc(NC(=O)CCC2CCCCC2)s1
→ -13% | -2% | 10% | -8% | 0% | 41* | 42* | -0.2% | 1.3% | -0.7%

Remaining list, next part
Values run as follows: GPR55 antagonists | NS5 inhibitors | AID2073 | GPR35 antagonists | SIAH1 antagonists | NTR1 agonist | NTR1 agonist cell count 20 µM | GPR55 activation | UTI89 phage lysis | HIV fusion peptide
> COc1cccc(/C=N/NC(=O)c2cccs2)c1
→ 5% | 2% | -1% | 3% | 19% | -0.7 | 37 | -0.2% | 0.1% | 0.1%
> COc1ccc(NC(=O)Nc2ccncc2)c(OC)c1
→ -1% | -5% | -3% | 4% | 4% | 2.2 | 42 | 0.2% | -0.4% | 1.8%
> COc1ccc(Cn2nnnc2CN2CCC(O)(c3ccccc3F)CC2)cc1
→ -10% | -8% | -10% | 10% | 1% | 0.6 | 59 | -0.1% | 0.7% | 0.2%
> Fc1cnc(N2CCOCC2)nc1N1CCc2ccccc21
→ 9% | -2% | 10% | 1% | 14% | 1.3 | 46 | 0.9% | 0.1% | 0.6%
> Cn1cc(CNCc2ccc(OC(F)(F)F)cc2)c(-c2ccc3c(c2)OCCO3)n1
→ -3% | 1% | 27% | 0% | -4% | 4.3 | 64 | -0.2% | 0.4% | -0.2%
> O=C(c1ccc(CN2CCc3ccccc3C2)cc1)N1CCc2ccccc2C1
→ 22% | -7% | -11% | -2% | 2% | 1.7 | 45 | 0.4% | 2.2% | -1.4%
> COc1ccc(N2CCN(C(=O)C3CCCN(S(=O)(=O)c4cccc5cccnc45)C3)CC2)cc1 (stereo unspecified)
→ -4% | -1% | 0% | -10% | -6% | 0.4 | 61 | -0.2% | 4.2% | 2.5%
> Cc1ccc(-c2nn3c(C)nnc3s2)cc1NC(=O)c1ccc(OC(C)C)cc1
→ 12% | 1% | -4% | 3% | -4% | 0.8 | 59 | 0.4% | -1.6% | -1.2%
> O=C(CCn1cnc2ccccc21)N/N=C/c1ccccc1O
→ -7% | -10% | 4% | 0% | -5% | -1.1 | 71 | 0.3% | 0.1% | 3.0%
> O=C(COC(=O)C1(c2ccc(Cl)cc2)CCCC1)NCc1ccco1
→ 4% | -4% | -2% | 3% | 3% | 5.3 | 63 | -0.3% | 0.1% | 2.6%
> O=C(c1ccccn1)N1CC=C(c2ccccc2)CC1
→ 8% | -8% | -14% | -7% | 5% | / | / | 0.1% | 0.6% | 1.0%
> O=C(CSc1nc(O)cc(=O)n1-c1ccccc1)NC1CCCCC1
→ 2% | -10% | 3% | 0% | -2% | 0.5 | 48 | 0.0% | 0.7% | 7.7%
> O=C(O)c1ccc(COc2c(F)c(F)cc(F)c2F)o1
→ 9% | -3% | -11% | -10% | 0% | 0.4 | 80 | -0.1% | -0.1% | 1.5%
